Screening data (PubChem BioAssay)
AMA1-RON2 inh – inhibitors of Plasmodium falciparum AMA1-RON2 interaction. AlphaScreen AMA1-biotinylated RON2 peptide binding. Potency, µM (doses to about 58.2 µM), inactives show at the top dose activity change, negative = inhibition, most hits filed as inhibitors. 360,000 compounds, 0.2% hits. AID 720542;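 also: potency is read from the fitted curve at half-maximal effect; 0% = vehicle wells and -100% = peptide control; nearly all actives have a fitted effect of over 45% in size; some results filed as inactive show a strong effect at the top dose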
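AMA1 (3D7) with his tag at 25 nM final met compounds first, then biotinylated RON2 peptide at 25 nM; detection used donor plus acceptor beads, 10 µg/mL apiece, read by AlphaScreen after 30 min at room temperature.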
Shiga toxin inh – inhibitors of Shiga toxin in Vero cells; 290,000 compounds, 9.2% hits; AID 2315; inhibition, % at 38.7 µM; Vero cells, Shiga toxin protein synthesis inhibition reporter; in the data active = inhibition mostly above about 28%, no sharp cut-off; inactive = mostly below about 43%; also: 0% is about no effect
CHX counter – affects cycloheximide protein synthesis inhibition readout, counter-screen. cell reporter, cycloheximide protein synthesis inhibition counterscreen. max response, %. 300,000 compounds, 12% hits; in the data active = max response mostly above about 13%, no sharp cut-off; inactive = mostly below about 14%; also: read at 38.3 µM for the half of the compounds with a filed dose; 0% is about no effect
FBPA Giardia inh – inhibitors of Giardia lamblia fructose-1,6-bisphosphate aldolase. purified Giardia FBPA. Potency, µM (series often up to 59.6 µM), without a hit: at the top dose activity, negative = inhibition, most hits filed as inhibitors. AID 2451. 290,000 compounds, 0.71% hits. A8B2U2; also: potency is read from the fitted curve at half-maximal effect; % is scaled to controls: 0 for no effect and ±100 for the full control effect; nearly all actives have a fitted effect of over 55% in size
Target sequence (A8B2U2 whole entry, looked up): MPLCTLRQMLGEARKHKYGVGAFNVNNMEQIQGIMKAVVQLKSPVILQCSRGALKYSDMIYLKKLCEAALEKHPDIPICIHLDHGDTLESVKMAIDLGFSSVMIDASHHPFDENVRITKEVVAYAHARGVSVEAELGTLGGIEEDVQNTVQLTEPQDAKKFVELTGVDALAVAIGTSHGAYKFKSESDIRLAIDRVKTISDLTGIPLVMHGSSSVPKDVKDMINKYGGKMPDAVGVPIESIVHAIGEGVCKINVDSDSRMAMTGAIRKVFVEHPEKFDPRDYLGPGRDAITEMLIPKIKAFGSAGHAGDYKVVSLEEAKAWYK
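40 nM FBPA preincubated 10 min at RT with compound (up to 57.5 uM final), then substrate plus GAPDH/TPI/NAD/arsenate coupling and diaphorase/resazurin added. Fluorescence read after 20 min at RT, 525/598 nm.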
HCMV antiviral – inhibitors of human cytomegalovirus. HFF cells, HCMV-luciferase reporter, 72 h; active compounds read low. 410,000 compounds, 4.5% hits. activity change, negative = inhibition, % at 57.5 µM; in the data active = activity change below about -60%; inconclusive = no clear call, values can overlap the other calls; inactive = above about -39%; also: % is scaled to controls: 0 for no effect and ±100 for the full control effect
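Human foreskin fibroblasts infected with luciferase-reporter HCMV at MOI 1 PFU/cell, compounds at two doses. Luciferase measured 72 h post infection; normalized to buffer-only basal and Salinomycin (10uM) controls.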
AmpC inh detg – AmpC beta-lactamase inhibition with detergent present | AID 485294 | P00811 | Potency, µM (top dose mostly 114 µM), without a hit: at the top dose activity change, negative = inhibition, usual class: inhibitors | AmpC hydrolysis of nitrocefin, absorbance 480 nm, 0.01% Triton | 370,000 compounds, 0.041% hits;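 also: potency is read from the fitted curve at half-maximal effect; 0% = no-compound wells and -100% = no-enzyme wells; nearly all actives have a fitted effect of over 25% in size; some results filed as inactive show a strong effect at the top dose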
Target sequence (P00811 whole entry, looked up): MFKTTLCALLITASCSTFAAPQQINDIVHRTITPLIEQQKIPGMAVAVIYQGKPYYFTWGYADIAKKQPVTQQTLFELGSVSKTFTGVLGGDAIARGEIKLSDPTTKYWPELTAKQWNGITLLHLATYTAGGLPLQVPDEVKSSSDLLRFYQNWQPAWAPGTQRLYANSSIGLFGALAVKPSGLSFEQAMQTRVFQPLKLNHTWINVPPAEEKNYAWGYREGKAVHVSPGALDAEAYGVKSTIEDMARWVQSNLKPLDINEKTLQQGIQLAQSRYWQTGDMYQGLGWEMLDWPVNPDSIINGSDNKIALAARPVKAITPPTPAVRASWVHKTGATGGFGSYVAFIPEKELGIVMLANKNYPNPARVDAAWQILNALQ
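AmpC (5.3 nM in the dispensed reagent) in 20 mM phosphate pH 7.0 with 0.01% (detergent screen) or 0.0001% Triton X-100 was preincubated with compounds for 15 min at room temperature. Nitrocefin was then added from an 800 uM solution, and hydrolysis was followed at 480 nm.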
AmpC no deterg – blocks E. coli AmpC beta-lactamase in detergent-free assay; P00811; AmpC nitrocefin hydrolysis, absorbance 480 nm, 0.0001% Triton; Potency, µM (titrated, usually from 57.1 µM), without a hit: top-dose activity change, negative = inhibition, actives largely listed as inhibitors; 330,000 compounds, 0.52% hits; AID 485341;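 also: potency is read from the fitted curve at half-maximal effect; plate controls were no compound for no effect and no enzyme for full effect; nearly all actives have a fitted effect of over 20% in size; some results filed as inactive show a strong effect at the top dose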
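AmpC (5.3 nM in the dispensed reagent) in 20 mM phosphate pH 7.0 with 0.01% (detergent screen) or 0.0001% Triton X-100 was preincubated with compounds for 15 min at room temperature. Nitrocefin was then added from an 800 uM solution, and hydrolysis was followed at 480 nm.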
Active calls of the source: *; u = inconclusive; x = not tested or not shown; [ ] = another dose, or the depositor's remark. Unless noted, calls follow the shape of the dose curve; as a rule, active = well fitted curve in the direction sought with a large enough effect; inconclusive = small, poorly fitted or top-dose-only effect, or another doubt; inactive = no such curve, though single readings can be large; an effect the other way counts as inactive or inconclusive.

SMILES	AMA1-RON2 inh	Shiga toxin inh	CHX counter	FBPA Giardia inh	HCMV antiviral	AmpC inh detg	AmpC no deterg
Cc1ccc(/C=C/C(=O)NCc2cccs2)o1	-12%	91*	18*	-4%	-25	-3%	-24%
O=C(Nc1cccnc1)c1cccc(F)c1	2%	-6	-4	3%	-18	-4%	-18%
O=c1[nH]c2ccccc2c(=O)n1-c1cccc(Cl)c1	-6%	-14	-2	3%	-5	0%	-6%
COc1cccc(C2CC(c3cccs3)=NN2C(=O)CCC(=O)O)c1OC (stereo not given)	-1%	19	11*	9%	91	u	-12%
COCCOc1ccc(C(F)(F)F)cc1NC(=O)CN1C(=O)NC2(CCCc3ccccc32)C1=O (stereo not given)	-1%	x	x	x	9	x	142%[activator]
COc1cccc(CN2CCC(C(=O)N3CCN(c4ccccc4F)CC3)CC2)c1OC	-9%	-8	-3	-3%	-3	-2%	1%
CC(=O)Nc1ccc(OCC(O)Cn2cncn2)cc1 (stereo not given)	-2%	-2	-7	5%	2	1%	0%
O=C(Cc1cn2ccsc2n1)NCc1ccccc1	9%	7	11	1%	16	5%	-14%
O=[N+]([O-])c1cc(C(F)(F)F)ccc1Sc1nccn1Cc1ccccc1	-21%	-12	1	-12%	-18	2%	-5%
CC1=CC(C)(C)n2c(O)c(N=N)c3c(C)ccc1c32	u	10	7	18%	u	10%	-27%

Some entries already given, showing only CHX counter and AMA1-RON2 inh:
SMILES	CHX counter	AMA1-RON2 inh
COc1cccc(CN2CCC(C(=O)N3CCN(c4ccccc4F)CC3)CC2)c1OC	-3	-9%
CC(=O)Nc1ccc(OCC(O)Cn2cncn2)cc1 (stereo not given)	-7	-2%

Further results.
SMILES	AMA1-RON2 inh	Shiga toxin inh	CHX counter	FBPA Giardia inh	HCMV antiviral	AmpC inh detg	AmpC no deterg
COc1ccc(C2C(C(=O)/C=C/c3ccco3)=C(O)C(=O)N2CCN2CCOCC2)cc1 (stereo not given)	-9%	13	6	u	11	u	-3%
COc1ccc(NC(=O)c2cc(Cl)ccc2Cl)c([N+](=O)[O-])c1	1%[11.6 µM]	-6	-3	-1%	u	-8%	-19%
Cc1cccc(C)c1NC(=O)C1CCCNC1 (stereo not given)	24%	-16	-6	0%	-2	-15%	-3%
O=C(COC(=O)c1c2c(nc3ccccc13)CCCCC2)c1ccc(Cl)s1	-31%	78*	9	2%	9	-7%	0%
Cc1cc(C)n2nc(SCC(=O)N3CC(C)CC(C)C3)nc2n1 (stereo not given)	36%[activator]	x	x	x	-65*	x	2%
CC(C)OCCCn1c(=O)c2ccccc2n2c(CCC(=O)NC3CCN(Cc4ccccc4)CC3)nnc12	-9%	-10	-3	-19%	-14	-4%	73%[activator]
Cc1cccc(C(C#N)c2ccc(Cl)nn2)c1 (stereo not given)	-2%	51	7	-13%	-32	u	-24%
COc1ccccc1CN1CCN(C(c2ccccc2)c2ccccc2)CC1	u	-13	-2	u	23	-20%	15%
CCn1c(=O)c(C(=O)Nc2cnccn2)c(O)c2ccccc21	x	4	-4	1%	x	-1%	-8%
Cc1nnc(NC(=O)C(C)Sc2nnc(-c3ccco3)n2C)s1 (stereo not given)	13%	-6	6	-20%	-5	-5%	-8%

Further results follow.
Results follow in this order: AMA1-RON2 inh | Shiga toxin inh | CHX counter | FBPA Giardia inh | HCMV antiviral | AmpC inh detg | AmpC no deterg
CC(=O)NCCNC(=O)CNC(=O)c1ccc(Cl)cc1
→ -7% | -7 | -2 | 2% | -12 | -13% | -21%
Cc1c(NC(=O)Nc2cccc(C#N)c2)c(=O)n(-c2ccccc2)n1C
→ -17% | -10 | -2 | 2% | -35 | -7% | -3%
CN(C(=O)c1ccncc1)c1nnc(-c2cnccn2)s1
→ 6% | -12 | -2 | 0% | 35 | -10% | -42%
O=C(OCC(=O)N1CCN(Cc2ccccc2)CC1)c1ccc(Cl)cc1
→ 1% | 11 | 9 | -1% | -30 | -3% | 57%
COC(=O)c1cccc(C(=O)Nc2cnc3ccccc3c2)n1
→ 11% | 39 | 18 | -9% | -10 | u | -21%
O=C(CSC1=NS(=O)(=O)c2ccccc2N1)Nc1ccc(F)cc1
→ -5% | x | x | x | -23 | -9% | -16%
CC1(C)CN=C(NC2CCCCC2)S1
→ -7% | -14 | -2 | -25% | 8 | -8% | -11%
COc1cccc(-c2cc(C(=O)Nc3ccc(OC)c(OC)c3)no2)c1
→ -6% | -3 | 14 | 2% | -13 | 0% | -4%
Cc1ccsc1CN(C)CC(=O)Nc1ccc([N+](=O)[O-])cc1Cl
→ 10% | 27 | -1 | -13% | u | -11% | -24%
CC1C(=O)N(c2ccc(S(=O)(=O)N(C)C)cc2)C1(/C=C/c1ccccc1)C(=O)NC1CCCC1 (stereo not given)
→ -10% | -5 | 3 | 13% | -19 | -5% | 8%
CONc1nc2nonc2nc1NOC
→ 17% | -10 | -3 | u | -5 | -6% | -30%
Nc1ccc2c(c1)Cc1ccccc1-2
→ u | 64* | 34* | 5% | 8 | u | -15%
O=C1CC(c2cccnc2)c2cc3c(cc2N1)OCCO3 (stereo not given)
→ -3% | -10 | 6 | -8% | 84 | -9% | 0%
COc1ccccc1NC(=O)CCSc1nnc(-c2ccncc2)o1
→ 13% | 21 | 11 | 1% | 10 | 3% | -14%
COc1ccc(C(=O)Nc2ccc(NC(=O)c3cccs3)cc2)cc1[N+](=O)[O-]
→ -1% | -3 | -4 | 2% | 41 | -11% | -24%
CCS(=O)(=O)c1nc(S(=O)(=O)c2ccc(C)cc2)c(NCc2ccccn2)s1
→ 37%[activator] | -6 | -3 | -1% | -37 | 4% | -5%
COc1ccc(/C=N/NC(=O)c2ccc3c(c2)NC(=O)C(C)(C)O3)cc1OC
→ 0% | -8 | -5 | 11% | -20 | -1% | -18%
CCn1c(-c2cc(-c3ccccc3)sc2N)n[nH]c1=S
→ 71%[activator] | -5 | -2 | 2% | 16 | 1% | -57%
CC(=O)Oc1ccc(C2C3=C(CC(C)(C)CC3=O)Nc3cc4c(cc32)OCCO4)cc1 (stereo not given)
→ -9% | 31 | -2 | 7% | -5 | 4% | -9%
Cc1ccc(-c2nc3ccccc3c(=O)n2Cc2ccccc2)cc1
→ 0% | -20 | -3 | 1% | -14 | u | -11%

Full records, quoted from the list. Order of screens: AMA1-RON2 inh, Shiga toxin inh, CHX counter, FBPA Giardia inh, HCMV antiviral, AmpC inh detg, AmpC no deterg
CONc1nc2nonc2nc1NOC as listed: 17%, -10, -3, u, -5, -6%, -30%
Nc1ccc2c(c1)Cc1ccccc1-2 as listed: u, 64*, 34*, 5%, 8, u, -15%
COc1ccc(C(=O)Nc2ccc(NC(=O)c3cccs3)cc2)cc1[N+](=O)[O-] as listed: -1%, -3, -4, 2%, 41, -11%, -24%
COc1ccccc1NC(=O)CCSc1nnc(-c2ccncc2)o1 as listed: 13%, 21, 11, 1%, 10, 3%, -14%

(listing goes on)
Results follow in this order: AMA1-RON2 inh | Shiga toxin inh | CHX counter | FBPA Giardia inh | HCMV antiviral | AmpC inh detg | AmpC no deterg
CCN(CC)S(=O)(=O)c1ccc(N2CCCCC2)c(NC(=O)/C(C#N)=C/c2ccc(OC)cc2)c1
→ 1%[11.6 µM] | -7 | -5 | -1% | 30 | -2% | 4µM*
CC(=O)c1sc(NC(=O)c2cccs2)nc1C
→ -8% | 24 | 10 | 4% | 24 | -1% | -8%
NS(=O)(=O)c1ccc(N2N=C(c3ccccc3)CC2c2ccccc2Br)cc1 (stereo not given)
→ 51%[activator] | x | x | x | -12 | x | u
CCOc1ccc(Nc2nc(Cc3nnc(SCC(=O)NC4CCCC4)n3C)cs2)cc1
→ 17% | -14 | -5 | 4% | 2 | -3% | 52%
CC[C@]1(C(=O)OC)[C@H]2C(=O)N(C)C(=O)[C@H]2[C@H]2CN=C(SCc3ccc(OC)cc3)N21
→ 29% | x | x | x | 5 | x | 22%
Cc1ccc(C(=O)Nc2nnc(S(=O)(=O)Nc3ccccc3C)s2)cc1C
→ 29% | 13 | 8 | -4% | 20 | 1% | -36%
Cc1ccc(S(=O)(=O)c2nnn3c2nc(N2CCOCC2)c2ccccc23)c(C)c1
→ u | -4 | -1 | x | -30 | 0% | 69%[activator]
CCC(C)NC(=O)CSc1ncnc2sccc12 (stereo not given)
→ -5% | -3 | 1 | 4% | -31 | 3% | -27%
CC(C)=NNc1nc(-c2ccccc2)c(C)s1
→ 40%[activator] | 104* | 36* | -9% | -15 | -5% | u
COc1ccc(OC)c(CNC(=O)C2CCC(=O)N2C(C)C)c1 (stereo not given)
→ -5% | 2 | -1 | 6% | -6 | -1% | -8%
COc1ccc(/C=N/c2oc(-c3ccccc3)cc2C#N)cc1
→ 27% | 28 | 16* | -8% | 7 | -1% | -15%
Cc1ccc(SCC(=O)N(Cc2nc(-c3ccccc3)no2)C(C)C)cc1
→ -7% | -9 | -2 | -2% | 0 | u | 3%
c1ccc(CN2CCC(N3CCN(Cc4ccc5c(c4)OCO5)CC3)CC2)cc1
→ -2% | -6 | -3 | 7% | u | -10% | -2%
CCc1ccc(C(=O)Cn2ncc(Cl)c(Cl)c2=O)cc1
→ -9% | 24 | 17* | 3% | -107* | u | -24%
O=c1cnn([C@@H]2O[C@H](CO)[C@@H](O)[C@H]2O)c(=O)[nH]1
→ 50%[activator] | 2 | -1 | -3% | x | -12% | -5%
CN(NC(=S)Nc1ccc(OC(F)F)cc1)C(=S)Nc1ccc(OC(F)F)cc1
→ 48%[activator] | -11 | 2 | -10% | -5 | 0% | -17%
O=C(NCCCn1ccnc1)C(=O)NCC1OCCCN1S(=O)(=O)c1ccc(Cl)cc1 (stereo not given)
→ 6% | -4 | -1 | 0% | 6 | -14% | -14%
CCSc1ccccc1C(=O)N=C1NC(=O)CC2C(=O)NCCN12 (stereo not given)
→ 4% | 9 | -1 | 1% | -27 | 2% | 0%
